Compound activity as filed in PubChem.
ARFGAP1 inh: rat ARFGAP1 inhibition; inhibition, % at 16.5 µM; actives 0.26% (n = 360,000); AID 651572; Arfgap1-stimulated ARF1 GTP hydrolysis, GDP FP detection;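 active = inhibition above a per-plate limit, mean inhibition of low control wells plus 3 SD, cut at about 25% in these data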;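 note: 0% = DMSO wells with enzyme and 100% = wells lacking Arfgap1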
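system = rat Arfgap1 catalytic domain, aa 1-136 | technique = FP, GDP Alexa 633 tracer displaced from anti-GDP antibody, 620/688 nm | compound = one concentration, 16.5 µM, DMSO 1.26% | medium = HEPES-based buffer, pH 7.5 | timing = compound-enzyme preincubation 20 min, reaction 120 min, detection 60 min, 25 °C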
rCAG RNA binder: r(CAG) repeat RNA binding; AID 651821; TO-PRO-1 dye displacement fluorescence; actives 1.3% (n = 370,000); inhibition, % at 3 µM;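 active = inhibition above the plate cutoff, the mean of all test compounds on that plate plus 3 SD, cut at about 35% in these data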;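 note: 0% = DMSO alone and 100% = 100 µM mitoxantrone as full dye displacement; higher means more dye released from RNA so lower well fluorescence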
sPLA2-III inh: Blocks human group III sPLA2 activity; Q9NZ20; QFRET BODIPY PC-A2 liposome hydrolysis, fluorescence; inhibition, % at 12.2 µM; actives 0.56% (n = 370,000); AID 743126;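 active = inhibition above mean plus 3 SD of compounds lying within the high and low control bounds, cut at about 19% in these data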;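 note: 0% = median of test compound wells and 100% = no enzyme DMSO wells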
ASAP1 inh: blocks human ASAP1-stimulated Arf1 GTP hydrolysis. Q9ULH1. GDP FP detection. inhibition, % at 16.5 µM. actives 0.19% (n = 360,000). AID 624377; in the data active = inhibition above about 25%;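 note: 0% = vehicle with enzyme and substrate and 100% = no enzyme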
ADAM10 inh: inhibits human ADAM10; O14672; recombinant ADAM10, EDANS/DABCYL FRET peptide cleavage, 3 h; inhibition, % at 7 µM; actives 0.62% (n = 370,000);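 active = inhibition above a per-campaign cutoff equal to the mean of compounds falling between control-based bounds plus 3 SD, cut at about 20% in these data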;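 note: 0% = DMSO wells while the 100% control is not disclosed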
KLK7 zymogen act: proKLK7 (human) activation, primary screen; P49862; purified proKLK7, EDANS-DABCYL substrate fluorescence; 100% is mature enzyme control, 0% vehicle; activation, % at 7 µM; actives 0.9% (n = 370,000); AID 652039;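 active = activation above the mean of all tested compounds plus 3 SD, computed per campaign excluding outliers beyond control limits, cut at about 13% in these data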
GC-B act: GC-B (human) receptor activation | P20594 | HEK293-GC-B cells, CNP EC30, cGMP TR-FRET; 0% at EC30 CNP, 100% saturating CNP | activation, % at 10 µM | actives 0.11% (n = 370,000) | AID 1920062;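 active = activation at 10 µM reaching about 35% in either raw or pattern-adjusted values, limit read from the data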
GAA850 FXN act: increases GAA850 frataxin promoter reporter activity; HEK293 lucGAA850 FXN promoter luciferase reporter, 24 h; percent of 10 µM SAHA response; activation, % at 6 µM; actives 0.56% (n = 360,000);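 active = activation above the average of all compounds screened plus 3 SD, cutoff fixed separately per campaign, cut at about 7.5% in these data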;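 note: 0% = DMSO wells and 100% = 10 µM SAHA wells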
Tn6 DDE FP: disrupts Tn6 cyclic peptide binding to fibrin D-Dimer-E complex; Fibrin DD(E) TRITC-Tn6 fluorescence polarization displacement; inhibition, % at 8.3 µM; actives 0.21% (n = 370,000);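 active = inhibition above a per-campaign cutoff: mean of compounds within control limits plus 3 SD, cut at about 15% in these data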;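 note: 0% = median of all compound wells on the plate and 100% = blocking peptide control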
GC-A act: GC-A (human) enzyme activation | actives 0.14% (n = 370,000) | activation, % at 10 µM | HEK293 GC-A cells, cGMP TR-FRET, EC30 ANP; 0% at EC30 ANP, 100% saturating ANP; in the data active = activation above about 40%
Target sequence (P16066 whole entry, looked up): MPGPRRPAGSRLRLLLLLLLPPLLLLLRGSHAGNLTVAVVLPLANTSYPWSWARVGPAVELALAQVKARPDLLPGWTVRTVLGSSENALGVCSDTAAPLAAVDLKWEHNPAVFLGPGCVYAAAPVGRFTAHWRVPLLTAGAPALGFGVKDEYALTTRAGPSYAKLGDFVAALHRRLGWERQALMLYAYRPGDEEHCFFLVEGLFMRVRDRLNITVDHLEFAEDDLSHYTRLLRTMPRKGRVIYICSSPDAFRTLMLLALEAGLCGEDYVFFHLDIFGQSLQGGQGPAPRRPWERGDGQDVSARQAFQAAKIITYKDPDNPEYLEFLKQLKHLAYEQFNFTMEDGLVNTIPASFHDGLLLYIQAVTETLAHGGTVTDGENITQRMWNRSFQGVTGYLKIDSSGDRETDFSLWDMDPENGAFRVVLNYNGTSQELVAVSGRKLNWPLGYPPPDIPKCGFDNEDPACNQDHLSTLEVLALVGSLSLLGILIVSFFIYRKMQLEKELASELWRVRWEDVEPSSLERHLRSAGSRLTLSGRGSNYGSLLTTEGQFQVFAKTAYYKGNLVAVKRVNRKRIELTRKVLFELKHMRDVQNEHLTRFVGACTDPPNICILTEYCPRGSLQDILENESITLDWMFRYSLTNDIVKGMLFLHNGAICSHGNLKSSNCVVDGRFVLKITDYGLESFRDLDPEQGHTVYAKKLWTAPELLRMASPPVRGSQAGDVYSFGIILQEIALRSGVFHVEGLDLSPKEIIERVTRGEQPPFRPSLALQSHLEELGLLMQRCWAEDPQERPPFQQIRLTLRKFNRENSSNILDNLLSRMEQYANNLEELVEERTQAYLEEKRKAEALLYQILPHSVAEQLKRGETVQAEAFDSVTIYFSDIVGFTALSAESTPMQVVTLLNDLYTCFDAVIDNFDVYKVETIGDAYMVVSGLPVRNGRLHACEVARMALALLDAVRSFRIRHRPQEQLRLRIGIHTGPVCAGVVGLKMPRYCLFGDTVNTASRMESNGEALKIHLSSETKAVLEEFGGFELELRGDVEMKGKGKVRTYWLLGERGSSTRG
Numbers without * were called inactive; i = inactive; x = not tested or not shown. This is a random part of the collection (roughly 4.5% active in at least one column).

canonical_smiles | ARFGAP1 inh | rCAG RNA binder | sPLA2-III inh | ASAP1 inh | ADAM10 inh | KLK7 zymogen act | GC-B act | GAA850 FXN act | Tn6 DDE FP | GC-A act
O=S(=O)(c1ccc(F)cc1)N1CCN(CCOc2ccccc2)CC1 | 0 | 3 | 9 | -1 | -13 | -0.2 | 4 | -0.7 | 2 | 4
c1csc(-c2nc3ccccc3s2)c1 | 9 | -2 | 8 | -2 | -57 | -9.4 | 1 | 4.8 | -1 | 0
CC(=O)NC(=S)Nc1ccc(N2CCOCC2)c(S(=O)(=O)Nc2cc(Cl)ccc2Cl)c1 | 8 | 21 | -23 | -14 | 9 | -0.2 | -1 | -1.1 | -8 | 1
CCN(C(=O)c1cc2ccccc2oc1=O)c1cccc(C)c1 | 1 | 0 | 1 | -1 | 1 | -1.4 | -20 | -0.9 | 5 | -25
CCN1CCN(C(=O)c2ccc(S(=O)(=O)Nc3ccccc3)cc2)CC1 | -7 | 1 | 2 | -21 | -6 | 0.1 | 3 | -0.1 | -1 | 3
O=C(NCc1ccc(Br)cc1)OC1CC2CC1[C@H]1CCCCN1C2=O (stereo not given in full) | 10 | 2 | -3 | 6 | 12 | 0.0 | 0 | x | -3 | -4
CCOC(=O)CNC(=O)CSc1nnc(Cn2c(=O)sc3ccccc32)n1-c1ccccc1C | -3 | -6 | -4 | 8 | -2 | 0.1 | 2 | -0.4 | 6 | 2
CCOc1cc(/C=C2/SC(=S)NC2=O)ccc1OC(=O)c1ccco1 | -11 | 72* | -12 | 11 | 1 | 0.1 | 0 | -1.3 | 3 | -2
C=CCN1C(=O)c2n[nH]c(C(C)C)c2C1c1ccc(C)cc1 (stereo not given) | 6 | -3 | 9 | 4 | -15 | 0.3 | 0 | x | 1 | -1
CC(OC(=O)Cc1c[nH]c2ccccc12)C(=O)Nc1ccc(S(N)(=O)=O)cc1 (stereo not given) | 3 | 7 | -62 | -4 | -11 | -0.3 | 2 | -3.2 | 0 | -2

3 of the entries above in order of the ADAM10 inh value, ascending:
Compound	ARFGAP1 inh	sPLA2-III inh	ASAP1 inh	ADAM10 inh	KLK7 zymogen act	GC-B act	Tn6 DDE FP	GC-A act
CC(OC(=O)Cc1c[nH]c2ccccc12)C(=O)Nc1ccc(S(N)(=O)=O)cc1 (stereo not given)	3	-62	-4	-11	-0.3	2	0	-2
CCN1CCN(C(=O)c2ccc(S(=O)(=O)Nc3ccccc3)cc2)CC1	-7	2	-21	-6	0.1	3	-1	3
CCN(C(=O)c1cc2ccccc2oc1=O)c1cccc(C)c1	1	1	-1	1	-1.4	-20	5	-25

(listing goes on)
canonical_smiles | ARFGAP1 inh | rCAG RNA binder | sPLA2-III inh | ASAP1 inh | ADAM10 inh | KLK7 zymogen act | GC-B act | GAA850 FXN act | Tn6 DDE FP | GC-A act
O=C1C(Cl)=C(Nc2ccccc2)C(=O)c2ccccc21 | 2 | 8 | 5 | 1 | 8 | -0.4 | -2 | -11 | -5 | 6
COC(=O)[C@H](C(C)C)N(CCc1cn(Cc2ccc(C)cc2)nn1)S(=O)(=O)c1ccccc1Br | x | 4 | -32 | x | 18 | 1.0 | 8 | x | -5 | 0
CCC1(O)CC2CN(CCc3c([nH]c4ccccc34)C(C(=O)OC)(c3cc4c(cc3OC)N(C=O)C3C(O)(C(=O)OC)C(OC(C)=O)C5(CC)C=CCN6CCC43C65)C2)C1 (stereo not given) | 4 | 8 | 16 | -6 | -11 | -0.6 | 1 | -2.6 | 8 | -1
COCc1cn(CC[C@@H]2CC[C@@H](NC(=O)Nc3ccc4c(c3)OCO4)[C@@H](CO)O2)nn1 | 17 | 2 | -3 | 2 | 4 | -0.1 | 1 | x | 4 | 1
CCc1ccc(/C=C2/SC(=S)N(CCC(=O)NCCCN3CCOCC3)C2=O)cc1 | 8 | -4 | -10 | 4 | 7 | 0.3 | 0 | -0.7 | -8 | -2
C/C(N)=C(/C#N)C(=O)CSc1n[nH]c(-c2cccs2)n1 | -16 | 2 | 0 | 5 | 3 | -0.1 | -5 | 2.1 | 6 | -1
CCOC(=O)C/C(=N\Nc1ncnc2ccccc12)c1ccccc1 | -2 | 4 | -35 | -10 | -17 | -0.2 | -3 | 8.3* | 10 | -5
O=C(Cc1ccccn1)c1ccc(Cl)cc1 | -5 | 1 | -3 | -4 | 1 | -0.1 | -2 | 5.4 | -2 | 7
Nc1nnc(SCC(=O)Nc2ccc(Cl)c(C(=O)O)c2)s1 | 5 | -2 | 8 | 9 | -3 | 0.6 | 4 | 2.8 | 7 | 2
CCN(Cc1cc2cc(C)ccc2[nH]c1=O)C(=O)c1cccc(OC)c1 | 3 | -4 | 0 | 3 | -48 | 0.5 | 0 | -2.0 | 5 | -3
O=C(c1ccc(F)cc1)C1CCN(C(=O)Nc2ccc(F)cc2)CC1 | -8 | -3 | 0 | -5 | 5 | 0.1 | -6 | -1.3 | 3 | 0
COc1ccc(CCNS(=O)(=O)c2ccc(C3CNC(=O)C3)cc2)cc1OC (stereo not given) | 4 | -5 | 8 | -3 | -11 | -0.1 | x | -0.3 | 7 | x
CCC(C)NC(=O)c1cn(CC)c2cc(N3CCN(C(=O)c4ccco4)CC3)c(F)cc2c1=O (stereo not given) | -8 | -4 | -11 | -5 | i | 3.5 | 3 | -0.4 | -3 | 1
COc1cc2c(cc1OC)[C@@H](Cc1ccc(OCCC#N)cc1)N(C)CC2 | -3 | -5 | 3 | 2 | -10 | 0.5 | 7 | 0.9 | -6 | -2
COc1ccccc1NC(=O)CSc1nc2ncccc2[nH]1 | 8 | -2 | 2 | -3 | -10 | -0.2 | 0 | -4.0 | 1 | -1
COC(=O)C(O)(CC(=O)Nc1ccc(OC)cc1)C(F)(F)F (stereo not given) | 7 | 3 | -2 | 0 | 6 | 0.5 | 0 | 3.0 | -1 | -2
O=C(Cc1ccc(Cl)cc1)Nc1ccc(-c2cc3ccccc3oc2=O)c(Cl)c1 | -2 | 21 | -13 | 9 | -250 | -34 | 12 | -10 | -1 | 12
COc1ccc(NC(=O)CCN2CCOCC2)c(OC)c1 | -2 | -4 | 3 | -19 | -5 | 0.3 | -5 | 2.6 | 3 | -4
CC(=O)Nc1cc(-c2ccc(F)cc2)cn2c(-c3ccc(S(C)(=O)=O)cc3)cnc12 | -4 | 8 | -4 | 3 | -377 | -12 | 6 | 0.7 | -1 | -2
CN(Cc1ccccc1)C(=O)[C@@H]1CCCN1C(=O)[C@@H]1CCCN1C(=O)c1cccs1 | 1 | 1 | 4 | -8 | -11 | -0.4 | 3 | x | -7 | 2
CN(Cc1ccccc1)C(=O)c1[nH]cnc1C(=O)Nc1ccccc1 | 8 | -3 | -22 | -4 | 5 | 0.3 | -1 | 1.6 | 14 | 2
O=C(O)c1ccc(OCc2cn3ccccc3n2)cc1 | -6 | 1 | 7 | 3 | -12 | -0.2 | -3 | 3.8 | 4 | 2
O=C(C1CC1)N1CCN(c2ccnc3cc(Cl)ccc23)CC1 | 7 | -7 | -1 | 6 | -2 | 0.1 | -9 | -2.0 | -4 | -4
COc1ccc(Oc2ccc(-c3ccn[nH]3)cc2)cc1 | -3 | 0 | -14 | -3 | 3 | 0.3 | -2 | 4.0 | 7 | 3
Cc1cccc(Cl)c1NC(=O)N1CCN(c2ccnc3cc(Cl)ccc23)CC1 | 3 | -3 | 10 | -1 | -9 | 0.2 | -3 | -1.1 | -8 | -5
Cc1cc(=O)n2[nH]c(NCc3ccccc3F)nc2n1 | -9 | -1 | 2 | -8 | -1 | -0.1 | -5 | 0.4 | 2 | -2
Cc1cc(=O)[nH]c(SCC(=O)Nc2cccc(S(=O)(=O)N3CCOCC3)c2)n1 | 7 | 7 | 0 | -17 | -7 | -0.7 | 3 | 0.5 | -1 | 0
O=C(NNC(=O)c1ccc(Br)o1)c1ccc(NS(=O)(=O)c2cccs2)cc1 | 7 | 2 | 4 | 9 | -11 | 0.7 | 0 | -0.5 | 3 | 4
CCCc1cc(=O)[nH]c(SCc2nc3ccccc3s2)n1 | -4 | 8 | -7 | 2 | 6 | -0.5 | -2 | -1.2 | -1 | 0
O=C(O)CC1(CC(=O)Nc2cccc(C(=O)O)c2)CCCC1 | -9 | 0 | 13 | 9 | 6 | -0.4 | -1 | 3.2 | 0 | 3
COc1ccccc1CNC(=O)C/C(C)=N/NC(=O)Cc1ccccc1 | 10 | -1 | -6 | -4 | 6 | -0.2 | 1 | -0.9 | -2 | 0
COc1ccc(CC(=O)OCC(=O)N2c3ccccc3CC2C)cc1OC (stereo not given) | -7 | 1 | -12 | 2 | -8 | -0.1 | 0 | 0.5 | 3 | 6
COC(=O)CSc1nc2sc(C)c(C)c2c(=O)n1C | -11 | -1 | -1 | -7 | -2 | -0.1 | -1 | -1.0 | 3 | 2
COc1ccc(C(=O)Nc2ccc(NC(=O)C3CC3)cn2)cc1 | -11 | 0 | -1 | 17 | 7 | 0.7 | 0 | 0.2 | 5 | 2
COc1ccc(S(=O)(=O)N2CCOC2CNC(=O)C(=O)NCCCN2CCOCC2)cc1 (stereo not given) | -2 | -3 | 3 | 13 | -9 | -0.7 | 1 | 2.2 | -6 | -4
CCOC(=O)c1cccc(NC(=O)CN(C)S(=O)(=O)c2ccco2)c1 | x | -2 | 11 | x | 0 | -0.4 | -6 | x | 4 | 5
O=c1c2cnn(-c3ccc(F)cc3)c2ncn1Cc1ccc(F)cc1 | 1 | 1 | 0 | 5 | -2 | 0.1 | -5 | 4.0 | -6 | 0
C[C@H]1CN([C@@H](C)CO)S(=O)(=O)c2ccc(Br)cc2O[C@H]1CN(C)C(=O)c1cccnc1 | 0 | 1 | 2 | 0 | -7 | 0.0 | -2 | 2.4 | -2 | -5
Oc1sc(C=Nc2ccccc2)c2ccccc12 | 15 | -20 | -6 | 11 | -15 | -1.8 | x | 8.2* | 0 | x
CCOC(=O)N1CCN(C(=O)C[C@H]2C[C@@]3(C(=O)OC)C(=C[C@H](C(C)(C)C)O[C@@H]3C)N(Cc3ccc4c(c3)OCO4)C2=O)CC1 | 11 | 2 | -4 | 2 | 3 | 0.0 | 1 | x | 1 | -4
Cc1ccccc1CN1CCCC(C(=O)N2CCCCC2)C1 (stereo not given) | 11 | -5 | 6 | 6 | -5 | 0.5 | -4 | 1.2 | -5 | 1
Cc1ccc(-n2cc(CNC(C)c3cnn(C)c3)c(-c3ccc(F)cc3)n2)cc1 (stereo not given) | -10 | -3 | -8 | -4 | 1 | 0.1 | -4 | -1.1 | 3 | -3
COc1ccc(/C=C(\NC(=O)c2ccc(OC)cc2)C(=O)Nc2ccc(C(=O)O)cc2)cc1 | -9 | 17 | 0 | -1 | -6 | -0.1 | 3 | 1.3 | 1 | 5
CS(=O)(=O)c1ccc(CNC(=O)C2(C(F)(F)F)CC(CCCO)CCCO2)cc1 (stereo not given) | -11 | 0 | 4 | -5 | -5 | 0.7 | -3 | x | -11 | 2
Cc1cc(C)n(-c2nc(C)nc3c2cnn3-c2ccccc2)n1 | -3 | 2 | 3 | 1 | -6 | 0.0 | -4 | -1.0 | 11 | -7
Cc1ccc2nc(NC(=O)c3ccc(NS(=O)(=O)c4cccs4)cc3)sc2c1 | 7 | 43* | -32 | 4 | -15 | -0.6 | -6 | 2.9 | -2 | 3
